# Imprint erasure = inducers of genomic imprint erasure in mouse ES cells. mouse ES Peg3-LacZ reporter, beta-gal luminescence, 40 h. Potency, µM (titrated, usually from 60.7 µM), for the others: at the highest dose activity change, positive = activation, most hits filed as activators. 110,000 tested, 0.02% active. AID 1948;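 note: 0% = negative control wells on the plate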
#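 Each well holds 300 Peg3LacZ-Neo (maternal) female ES cells incubated 40 h at 37C, 5% CO2. LacZ is measured by BetaGlo luminescence, with AC50 and maximum efficacy derived from dose-response curves.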
# p53ts 32C kill = p53ts cell cytotoxicity, permissive temperature | Potency, µM (highest dose often 46.1 µM), for the others: at the top dose activity change, negative = cytotoxicity, actives largely listed as cytotoxic | H1299-p53A138V at 32C, ATP luminescence viability, 24 h | 130,000 tested, 0.93% active;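 note: 0% = DMSO and -100% = full killing by reference compound; nearly all actives have a fitted effect of over 55% in size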
#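 ATP-content luminescence (ATPlite) read-out after 24 h compound exposure at 32C in H1299-p53A138V cells (600/well). Tested up to 46 uM. Normalized to DMSO (0%) and 100 uM tamoxifen (100% killing); Hill-fit AC50.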
# IkB sig inh = IkB pathway inhibition in ABC-DLBCL cells; ABC-DLBCL IkBa-CBG/CBR dual luciferase ratio, 4 h; response scale: scaled: untreated 0%, proteasome inhibitor 100%; Potency, µM (highest dose often 57.1 µM), without a hit: at the top dose IkBa stabilization activation; 110,000 tested, 0.04% active; AID 445; active = well fitted curve in the direction sought with a large enough effect in the signal ratio, not every such curve was filed as active; inconclusive = small, poorly fitted or top-dose-only effect, or a change in a side signal; the % refers to the signal ratio;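 note: the direction sought is a rising ratio; 0% = basal untreated cells and 100% = reference inhibitor full response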
#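 Luminescence ratio of IκBα-fused green versus native red beetle luciferase in OCI-Ly3 cells, 4 h post-doxycycline with compound; red signal alone, scaled from basal (0%) to zero light (-100%), flagged nonspecific or cytotoxic effects.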
# p53ts 39C kill = kills p53ts cells at the nonpermissive temperature; H1299-p53A138V viability at 39C, ATP luminescence, 24 h; Potency, µM (highest dose often 46.1 µM), without a hit: at the top dose activity change, negative = cell killing, usual class: cytotoxic; 130,000 tested, 1.5% active; note: nearly all actives have a fitted effect of over 55% in size
# Active calls of the source: *; u = inconclusive; x = no result given; & = joins results of further samples; [ ] = remark or other dose. Unless noted, calls come from the whole dose curve; as a rule, active = well fitted curve in the direction sought with a large enough effect; inconclusive = small, poorly fitted or top-dose-only effect, or another doubt; inactive = no such curve, though single readings can be large; an effect the other way counts as inactive or inconclusive. Unless noted, % is set by controls: 0 for no effect and ±100 for the full control effect; potency is the fitted concentration of half-maximal effect.
no.	canonical_smiles	p53ts 39C kill	IkB sig inh
1	O=C(CCCCn1c(=O)c2ccccc2n(CC(=O)Nc2ccc(F)cc2F)c1=O)NCCc1ccccc1	14%	-1.7%
2	CC(C)Cn1cc(NC(=O)N2CCN(c3ccc(F)cc3)CC2)c2ccccc2c1=O	1%	u
3	CC1CCC(NC(=O)c2ccc3c(c2)N(Cc2ccccc2F)C(=O)c2ccccc2S3(=O)=O)CC1 (stereo not drawn)	10%	0.2%
4	O=C(Nc1nnc(S(=O)(=O)N2CCCCCC2)s1)c1ccc(Br)cc1	-16%	-2.5%
5	CCOc1ccc(NC(=O)CCn2cccc2)cc1	-2%	x
6	COc1ccc(NC(=O)N2CCC3(CC2)CCN(C(=O)c2cnccn2)CC3)cc1	-2%	0.8%[11.4 µM]
7	COC(=O)CSc1nc(C)cc(Oc2ccccc2)n1	-15%	-4.6%
8	NC/C=C\C(=O)O	16%&14%	-0.1%&-1.9%&-5.1%
9	O=c1c2c3c(sc2nnn1Cc1ccc(F)cc1)CCCC3	4%	-2.0%
10	CCOc1ccccc1NC(=O)Cn1c(=O)n(Cc2ccc(OC)cc2)c(=O)c2oc3ccccc3c21	10%	-2.5%
11	Nc1cnn([C@@H]2O[C@H](CO)[C@@H](O)[C@H]2O)c(=O)n1	-23%	-0.4%
12	Cc1ccc(-n2nnnc2CNC(=O)c2ccc(F)cc2)cc1C	1%	0.3%

no.	Imprint erasure	p53ts 32C kill
1	-4%[10.9 µM]	8%
2	-3%[10.9 µM]	10%
3	10%[10.9 µM]	15%
4	-8%[10.9 µM]	2%
5	x	-8%
6	x	6%
7	-12%	7%
8	-9%&-1%	3%&10%
9	-3%[10.9 µM]	-6%
10	28%[10.9 µM]	0%
11	5%	-15%[1.84 µM]
12	-14%[10.9 µM]	0%

# New compounds follow
no.	canonical_smiles	p53ts 39C kill	IkB sig inh
13	Cc1oc(-c2cccc(Cl)c2)nc1CN1CCC(C(=O)NCCCN2CCCC2=O)CC1	13%	-2.8%
14	O=C(Nc1cccc(F)c1)C1CCN(c2nnnn2-c2ccccc2)CC1	2%	0.8%
15	C=CCn1c(SCC(=O)Nc2cccc(C)c2)nnc1-c1cnccn1	3%	3.3%
16	CCOC(=O)COc1ccc2c(c1)C(=O)CC1(CCN(C(C)=O)CC1)O2	-3%	5.5%
17	COc1ccc(/C=N/n2c(C)nnc2C)c(OC)c1	-12%	x
18	CCOc1ccc(N2CC(c3nc4ccccc4n3Cc3ccccc3F)CC2=O)cc1 (stereo not drawn)	u	-0.3%
19	Cc1oc2ncn(C)c(=O)c2c1C(=O)N(Cc1ccccc1)C(C)C	-7%	-2.4%
20	CC(=O)N1CCc2cc(S(=O)(=O)NCCC(=O)N3CCN(c4ccccn4)CC3)ccc21	-8%	-0.6%
21	CCCS(=O)(=O)N1CCC(C(=O)N2CCc3ccccc3C2)CC1	-12%	1.9%
22	COc1ccc(S(=O)(=O)N2CCC(c3ccncc3)CC2)cc1Cl	-21%	u
23	O=C(c1ccccc1)c1ccccc1C(=O)N1CCCC1	2%	0.2%
24	COc1ccc(C(=O)OCc2cc(=O)n3nc(-c4cccs4)sc3n2)cc1	-13%	u

no.	Imprint erasure	p53ts 32C kill
13	-17%	2%
14	1%	-11%
15	-4%	7%
16	-1%	-2%
17	x	6%
18	23%[10.9 µM]	2%
19	-6%[10.9 µM]	-3%
20	-3%	-1%
21	-7%	-5%
22	-11%[10.9 µM]	-5%
23	3%	-1%
24	13%[10.9 µM]	4%

# Part of the list above, in transposed form.
9. O=c1c2c3c(sc2nnn1Cc1ccc(F)cc1)CCCC3
10. CCOc1ccccc1NC(=O)Cn1c(=O)n(Cc2ccc(OC)cc2)c(=O)c2oc3ccccc3c21
11. Nc1cnn([C@@H]2O[C@H](CO)[C@@H](O)[C@H]2O)c(=O)n1
12. Cc1ccc(-n2nnnc2CNC(=O)c2ccc(F)cc2)cc1C
13. Cc1oc(-c2cccc(Cl)c2)nc1CN1CCC(C(=O)NCCCN2CCCC2=O)CC1
14. O=C(Nc1cccc(F)c1)C1CCN(c2nnnn2-c2ccccc2)CC1
15. C=CCn1c(SCC(=O)Nc2cccc(C)c2)nnc1-c1cnccn1
16. CCOC(=O)COc1ccc2c(c1)C(=O)CC1(CCN(C(C)=O)CC1)O2

screen / no.	9	10	11	12	13	14	15	16
p53ts 39C kill	4%	10%	-23%	1%	13%	2%	3%	-3%
IkB sig inh	-2.0%	-2.5%	-0.4%	0.3%	-2.8%	0.8%	3.3%	5.5%
Imprint erasure	-3%[10.9 µM]	28%[10.9 µM]	5%	-14%[10.9 µM]	-17%	1%	-4%	-1%
p53ts 32C kill	-6%	0%	-15%[1.84 µM]	0%	2%	-11%	7%	-2%

17. COc1ccc(/C=N/n2c(C)nnc2C)c(OC)c1
18. CCOc1ccc(N2CC(c3nc4ccccc4n3Cc3ccccc3F)CC2=O)cc1 (stereo not drawn)
19. Cc1oc2ncn(C)c(=O)c2c1C(=O)N(Cc1ccccc1)C(C)C
20. CC(=O)N1CCc2cc(S(=O)(=O)NCCC(=O)N3CCN(c4ccccn4)CC3)ccc21
21. CCCS(=O)(=O)N1CCC(C(=O)N2CCc3ccccc3C2)CC1
22. COc1ccc(S(=O)(=O)N2CCC(c3ccncc3)CC2)cc1Cl
23. O=C(c1ccccc1)c1ccccc1C(=O)N1CCCC1
24. COc1ccc(C(=O)OCc2cc(=O)n3nc(-c4cccs4)sc3n2)cc1

screen / no.	17	18	19	20	21	22	23	24
p53ts 39C kill	-12%	u	-7%	-8%	-12%	-21%	2%	-13%
IkB sig inh	x	-0.3%	-2.4%	-0.6%	1.9%	u	0.2%	u
Imprint erasure	x	23%[10.9 µM]	-6%[10.9 µM]	-3%	-7%	-11%[10.9 µM]	3%	13%[10.9 µM]
p53ts 32C kill	6%	2%	-3%	-1%	-5%	-5%	-1%	4%

# Continued:
no.	canonical_smiles	p53ts 39C kill	IkB sig inh
25	Cc1onc(-c2ccccc2Cl)c1C(=O)NCCN1Cc2ccccc2C1=O	13%	1.6%
26	Cc1ccc(C(=O)NCCCC(=O)O)o1	2%	0.1%
27	CCOc1ccc(CCNC(=O)c2cn(CC)c3ccc(S(=O)(=O)N4CCCCCC4)cc3c2=O)cc1OCC	-8%	-0.3%
28	COc1cc(NC(=O)c2ccco2)c(OC)cc1NC(=O)Nc1ccc(Cl)cc1	u	0.9%
29	Cc1nc(N2CCOCC2)c2c(C(=O)N(C)c3ccccc3)c(C)oc2n1	-3%	1.8%
30	COc1cc(NC(=O)c2ccc3c(c2)OCO3)ccc1NC(=O)c1ccco1	-2%	x
31	CC(C)CCNC(=O)CN1C(=O)COc2ccc(S(=O)(=O)N3CCOCC3)cc21	-10%	2.7%
32	O=c1c(=O)n(-c2ccccc2)ccn1Cc1c(F)cccc1Cl	-27%	2.3%
33	COc1ccccc1OCCn1c(C(C)Oc2ccccc2)nc2ccccc21 (stereo not drawn)	-16%	u
34	COC(=O)c1ccc(C(=O)OC)c(NS(=O)(=O)c2ccc(NC(C)=O)cc2)c1	-2%	0.4%
35	C[C@]1(C(=O)NCc2cc(F)cc(C(F)(F)F)c2)C=C[C@@H](Cc2ccccc2)N1C(=O)c1ccccc1	8%	x
36	O=C1CC(c2ccccc2)Cc2nc(N3CCc4ccccc43)ncc21 (stereo not drawn)	6%	2.1%

no.	Imprint erasure	p53ts 32C kill
25	-9%	-9%
26	-1%	5%
27	-11%[10.9 µM]	9%
28	-6%	0%
29	-5%[10.9 µM]	0%
30	x	3%
31	-8%[10.9 µM]	0%
32	-7%[10.9 µM]	-9%
33	12%[10.9 µM]	16%
34	-18%	2%
35	-16%	16%
36	-7%	3%

# Next part:
no.	canonical_smiles	p53ts 39C kill	IkB sig inh
37	CN1CCCc2cc(C#N)c(=O)[nH]c21	15%	-0.1%
38	O=C(Nc1ccc(Cl)cc1)C1CC2CCCC(C1)C2=O (stereo not drawn)	-3%	0.2%
39	COC(=O)c1cc2occc2n1CC(=O)Nc1ccc(OC)c(OC)c1	15%	-2.1%
40	O=C(OCCCCN1C(=O)c2ccccc2C1=O)c1ccc(Br)o1	14%	0.7%
41	CC(C)NC(=O)N1CC[C@@]2(CCCN(C(=O)c3ccncc3)C2)C1	7%	2.3%[11.4 µM]
42	COc1ccc(C2=C(C)C(=O)N(Cc3ccc(C(=O)NCc4cccc(C)c4)cc3)S2(=O)=O)cc1	12%	-0.5%
43	Cc1c(C(=O)N2CCC(C)CC2)c(S(=O)(=O)N2CCN(c3cccc(Cl)c3)CC2)c(C)n1C	-29%	u
44	CC(C)CN(CCNC(=O)CC1Oc2ccccc2NC1=O)CC(C)C (stereo not drawn)	-7%	1.6%
45	COC(=O)[C@@]1(Cc2ccc(OC)cc2)[C@H]2c3cc(C(=O)N(C)C)n(Cc4ccc(Cl)c(C(F)(F)F)c4)c3C[C@H]2CN1C(=O)c1ccccc1	10%	x
46	CCCN1C(C(=O)c2ccccc2)=C(OC(=O)c2ccc(OC)cc2)c2ccccc2S1(=O)=O	-4%	u
47	Cc1ccccc1CN1CCN(CC(=O)NCc2ccccc2)C1=O	8%	0.8%
48	Cc1ccc(-c2nn[nH]n2)o1	6%	0.1%

no.	Imprint erasure	p53ts 32C kill
37	2%	0%
38	11%	3%
39	5%	-4%
40	4%	-5%
41	x	6%
42	-14%[10.9 µM]	-1%
43	2%[10.9 µM]	1%
44	-6%	6%
45	-21%	16%
46	-16%[10.9 µM]	-4%
47	-8%	3%
48	-16%	-7%

# Going on with the list.
no.	canonical_smiles	p53ts 39C kill	IkB sig inh
49	Cc1ccc(-c2nnc(N(C)C(=O)c3cccnc3)s2)cn1	-14%	0.6%
50	O=C(C1CC1)N1CCN(c2nc3ccccc3s2)CC1	u	0.7%
51	COCCCNS(=O)(=O)c1ccc2c3c(cccc13)C(=O)S2	-13%	2.8%
52	CCCOc1ccc(N2CC(C(=O)Nc3ccccc3OC)CC2=O)cc1 (stereo not drawn)	-2%	3.4%
53	CC1=C(C(=O)N2CCOCC2)C(c2cc(C)cs2)NC(=O)N1 (stereo not drawn)	0%	-2.0%
54	O=C(N(c1ccccc1)c1ccccc1)n1ccnc1	2%	x
55	CCc1ccc(NC(=O)CN2C(=O)CSc3ccc(S(=O)(=O)N(C)C)cc32)cc1	-7%	-1.3%
56	COc1ccc(C2Nc3ccccc3C(=O)N2O)cc1OC (stereo not drawn)	-20%	1.4%
57	COc1ccc(C(=O)Nc2ccc(OCc3cc(=O)n4ccccc4n3)cc2)cc1	1%	-0.6%
58	O=C(Nc1cccc(F)c1)c1cccnc1N1CCOCC1	9%	-1.3%
59	COc1cc(NC(=O)c2cccs2)cc(OC)c1	-17%	5.7%
60	N=C(N)SC(c1ccccc1)c1ccccc1	-9%[9.22 µM]	3.8%[11.4 µM]

no.	Imprint erasure	p53ts 32C kill
49	-40%[inhibitor]	-12%
50	-25%	u
51	-8%	-1%
52	-6%	2%
53	-2%	4%
54	x	6%
55	-3%[10.9 µM]	-4%
56	-20%	-5%
57	15%[10.9 µM]	1%
58	-15%	23%
59	x	-18%
60	-10%[10.9 µM]	-3%[9.22 µM]

# (more compounds)
no.	canonical_smiles	p53ts 39C kill	IkB sig inh
61	COc1ccc(OC)c(CNC(=O)Cn2nc(C)c3c(C)n(-c4ccccc4)nc3c2=O)c1	5%	u
62	O=C(Cc1ccccc1)N1CCN(C(=O)c2ccco2)CC1	31%	x
63	COC(=O)CSc1nnc(-c2ccco2)o1	-4%	-6.7%
64	CCOc1ccc2[nH]c3c(N4CCN(c5ccccn5)CC4)ncnc3c2c1	-20%	u
65	CCOC(=O)c1ccc(NC(=O)CSc2nnc(CNc3ccc(OC)cc3)n2C)cc1	-4%	4.3%
66	CCc1cc(C(=O)NCCN(C)C)cs1	-5%	0.5%
67	CCCS(=O)(=O)N1CCCC(C(=O)NCC2CCCO2)C1 (stereo not drawn)	-5%	-0.9%

no.	Imprint erasure	p53ts 32C kill
61	7%[10.9 µM]	1%
62	x	19%
63	-11%	3%
64	-15%	-5%
65	-4%	6%
66	4%	-1%
67	5%	-5%

# Assay outcomes as filed in PubChem BioAssay.
